# Screening data: PubChem, National Center for Advancing Translational Sciences (NCATS)
# Pol iota inh: qHTS for Inhibitors of Polymerase Iota; 390,000 compounds, 1% hits; AID 588590, 2011; Pol iota fluorescent replication assay, 10 min; Potency, µM (top dose mostly 115 µM), without a hit: at the top dose activity, negative = inhibition, most hits filed as inhibitors; further: potency means the concentration at half of the fitted maximal effect
#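 Fluorescent replication assay read twice, at 0 min and 10 min after adding 50 nM (final) substrate. Enzyme (10 nM) and compounds were first incubated 15 min at room temperature; enzyme-free buffer wells were negative controls.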
# APEX1 inh: qHTS Assay for Inhibitors of the Human Apurinic/apyrimidinic Endonuclease 1 (APE1); 350,000 compounds, 0.35% hits; Potency, µM (doses to about 65.8 µM), inactives show at the top dose activity change, negative = inhibition, actives largely listed as inhibitors; AID 2517, 2012; recombinant APE1, TAMRA/BHQ-2 abasic DNA cleavage fluorescence; DNA repair nuclease/redox regulator APEX1 (Homo sapiens), P27695;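 further: potency means the concentration at half of the fitted maximal effect; plate controls were vehicle for no effect and reference inhibitor for full effect; nearly all actives have a fitted effect of over 55% in size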
#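 0.75 nM APE1 + cpd, 15 min RT; start w/ 50 nM TAMRA/BHQ-2 THF-abasic dsDNA; kinetic fluor 525/598 nm ×3 reads @60 s; Δ(read3−read1); normalized to DMSO and NSC13755 control wells.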
# POLH inh: qHTS for Inhibitors of Polymerase Eta | AID 588591, 2011 | DNA polymerase eta (Homo sapiens), Q9Y253 | Potency, µM (titrated, usually from 114 µM), for the others: top-dose activity change, negative = inhibition, usual class: inhibitors | 390,000 compounds, 1.2% hits | recombinant Pol eta, fluorescent DNA replication assay; further: potency means the concentration at half of the fitted maximal effect; on the % scale 0 is the no-effect control and ±100 the full control effect
#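 Pol eta at 10 nM preincubated with compounds 15 min at room temperature; reaction started with fluorescent substrate (50 nM final) and read kinetically at 0 and 10 min.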
# Glioma ERSR ind: qHTS for Inducers of the Endoplasmic Reticulum Stress Response (ERSR) in Human Glioma: qHTS | U87-MG GRP78 promoter luciferase reporter, 16 h | Potency, µM, for the others: at the top dose activation, most hits filed as activators | 420,000 compounds, 0.02% hits; further: potency means the concentration at half of the fitted maximal effect; series mostly up to about 76 µM; % of control where 0% means no effect; nearly all actives have a fitted effect of over 35% in size
#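 Stably transfected U87-MG glioma cells carrying a GRP78-based luciferase sensor; 16 h compound incubation. Luminescence end-point read 10 min after Bright-Glo addition at room temperature.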
# BLM helicase inh: qHTS Assay for Inhibitors of Bloom's syndrome helicase (BLM) | recombinant BLM DNA unwinding, fluorescence dequenching | Potency, µM (top dose mostly 56.1 µM), without a hit: at the highest dose activity change, negative = inhibition, most hits filed as inhibitors | RecQ-like DNA helicase BLM (Homo sapiens), P54132 | 350,000 compounds, 0.2% hits;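 further: potency means the concentration at half of the fitted maximal effect; plate controls were vehicle for no effect and no enzyme for full effect; nearly all actives have a fitted effect of over 35% in size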
# LDHA block: qHTS assay for inhibitors of human lactate dehydrogenase | AID 1347041, 2019 | 480,000 compounds, 0.15% hits | activity change, % (values are at about 110 or 230 µM) | purified LDHA, NADH/diaphorase-resazurin fluorescence; stronger effect = lower value | L-lactate dehydrogenase A chain (Homo sapiens), P00338; in the data active means activity change below about -30%; inconclusive means mostly about -25% to -30%;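 further: plate controls were DMSO wells for no effect and wells without enzyme for full effect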
#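 Remaining NADH was detected by diaphorase (0.133 mg/mL) converting 37 µM resazurin to fluorescent resorufin, read at 0 and 20 minutes. The preceding 5-minute room-temperature reaction used 2 nM LDHA, 0.2 mM sodium pyruvate and 0.06 mM NADH at pH 7.4.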
# Anesthetic bind: qHTS Assay for Identification of Novel General Anesthetics | 350,000 compounds, 0.074% hits | apoferritin/1-aminoanthracene competitive binding, fluorescence | AID 485281, 2010 | Potency, µM (doses to about 77.5 µM), inactives show at the highest dose activity change, negative = displacement, usual class: inhibitors | Ferritin light chain (Equus caballus), P02791; further: potency means the concentration at half of the fitted maximal effect; on the % scale 0 is the no-effect control and ±100 the full control effect; nearly all actives have a fitted effect of over 20% in size
# Target sequence (P02791 2-175 limits assumed): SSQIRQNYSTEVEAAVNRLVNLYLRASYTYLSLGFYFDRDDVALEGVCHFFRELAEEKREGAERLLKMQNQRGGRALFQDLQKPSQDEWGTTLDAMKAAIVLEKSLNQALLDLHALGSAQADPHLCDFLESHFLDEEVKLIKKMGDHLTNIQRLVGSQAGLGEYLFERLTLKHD
#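 Horse-spleen apoferritin (10 uM) in 50% saturated 1-aminoanthracene in PBS was incubated 10 min at room temperature with compound. Fluorescence (ex 380, em 535 nm) was normalized to free and bound 1-AMA, with concentration-response fitted by a four-parameter Hill equation.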
# POLK inh: qHTS for Inhibitors of Polymerase Kappa; DNA polymerase kappa (Homo sapiens), Q9UBT6; Potency, µM (doses to about 107 µM), for the others: at the top dose activity, negative = inhibition, hits mostly inhibitors; 400,000 compounds, 0.53% hits; purified Pol kappa, fluorescent DNA synthesis assay, 10 min; further: potency means the concentration at half of the fitted maximal effect; on the % scale 0 is the no-effect control and ±100 the full control effect
# Target sequence (Q9UBT6 whole entry, looked up): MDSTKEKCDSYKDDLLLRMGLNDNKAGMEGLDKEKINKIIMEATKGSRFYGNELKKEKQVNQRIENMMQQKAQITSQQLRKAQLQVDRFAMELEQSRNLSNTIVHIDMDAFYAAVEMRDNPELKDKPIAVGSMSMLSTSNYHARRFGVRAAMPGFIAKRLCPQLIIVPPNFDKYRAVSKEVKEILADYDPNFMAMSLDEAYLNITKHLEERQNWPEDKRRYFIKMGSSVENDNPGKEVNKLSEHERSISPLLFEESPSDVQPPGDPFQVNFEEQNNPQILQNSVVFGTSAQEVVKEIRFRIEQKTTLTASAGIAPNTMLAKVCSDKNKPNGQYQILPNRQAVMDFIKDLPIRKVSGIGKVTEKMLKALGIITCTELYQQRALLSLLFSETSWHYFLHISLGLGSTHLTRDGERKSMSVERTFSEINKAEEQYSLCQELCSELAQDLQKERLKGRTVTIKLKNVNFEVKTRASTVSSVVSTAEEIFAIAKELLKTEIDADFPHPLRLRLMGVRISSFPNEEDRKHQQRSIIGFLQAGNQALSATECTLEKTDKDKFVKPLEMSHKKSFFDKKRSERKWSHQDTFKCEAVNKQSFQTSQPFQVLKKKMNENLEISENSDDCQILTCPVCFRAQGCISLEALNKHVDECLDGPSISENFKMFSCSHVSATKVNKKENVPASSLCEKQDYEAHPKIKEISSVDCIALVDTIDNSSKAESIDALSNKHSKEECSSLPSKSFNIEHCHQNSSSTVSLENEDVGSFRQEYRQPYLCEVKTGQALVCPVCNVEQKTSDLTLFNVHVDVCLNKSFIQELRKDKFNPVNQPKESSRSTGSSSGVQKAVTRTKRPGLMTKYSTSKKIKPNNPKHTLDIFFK
#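 Inhibition of 10 nM Pol kappa is measured by a fluorescent read-out at 0 and 10 min following addition of 50 nM substrate (final), with a 15-min room-temperature compound preincubation.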
# POLB inh: qHTS Assay for Inhibitors of DNA Polymerase Beta; Pol beta primer extension/strand displacement, fluorescence kinetic; Potency, µM (top dose mostly 114 µM), without a hit: at the top dose activity change, negative = inhibition, usual class: inhibitors; 340,000 compounds, 1.3% hits; further: potency means the concentration at half of the fitted maximal effect; on the % scale 0 is the no-effect control and ±100 the full control effect
#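 Reaction started by 50 nM substrate onto compound-treated Pol beta (10 nM, 15 min preincubation, room temperature); plates read at 0 min and 10 min. Normalized concentration-effect data fitted by four-parameter Hill equation.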
# * = called active by the depositor; u = inconclusive; x = not tested or not shown; & = joins results of further samples; [ ] = dose if it differs, or a comment. Unless noted, the call rests on the fitted dose curve; in most records, active means well fitted curve in the direction sought with a large enough effect; inconclusive means small, poorly fitted or top-dose-only effect, or another doubt; inactive means no such curve, though single readings can be large; an effect the other way counts as inactive or inconclusive.
SMILES,Pol iota inh,APEX1 inh,POLH inh,Glioma ERSR ind,BLM helicase inh,LDHA block,Anesthetic bind,POLK inh,POLB inh
COc1cc2cnc(-c3ccsc3)c(-c3ccc(F)cc3)c2cc1OC,-5%,-19%,-18%,-3%,x,1,x,-6%,x
COc1ccc(-c2cccc(NC(=O)COc3ccc(Cl)cc3)c2)nn1,-4%,-20%,4%,4%,-5%,-7,-12%,-7%,-11%
CCc1ccccc1NC(=O)Nc1cccn(Cc2ccccc2F)c1=O,-3%,-6%,-26%,3%,-13%,-20,u,-14%,2%
O=C(NCc1ccc(F)cc1)c1ccc(NC(=O)N2CC3CCCN3c3ccccc32)cc1 (stereo not given),2%,x,-12%,-7%,-9%,16,42%[activator],-15%,-2%
CCCCC(=O)NC(=S)NNC(=O)CC#N,-20%,-3%,-9%,0%,-1%,-11,-14%,-6%,1%
Cc1cc(=O)oc2cc(OCC(=O)N3CC(C)OC(C)C3)ccc12 (stereo not given),0%,-2%,-10%,-7%,0%,-4,-5%,-4%,-3%
Cc1ccc(CNC(=O)C2CCCN(S(=O)(=O)c3cn(C)cn3)C2)cc1 (stereo not given),38%[activator],x,-17%,-1%,2%,-9,1%,-10%[60.1 µM],-2%
c1ccc(COc2cccc(CNn3cnnc3)c2)cc1,1%,14%,13%,-1%,1%,-7,-5%,-5%[60.1 µM],3%
CC1CCCN(C(=O)c2ccc(-c3ccccc3Cl)o2)C1 (stereo not given),-5%,-7%,-18%,5%,x,1,x,-11%,x
CC(C)C1=CC2=CC[C@@H]3[C@@](C)(C(=O)O)CCC[C@]3(C)C2CC1 (stereo not given in full),x,-7%,x,2%,3%,x,x,-9%[19.4 µM],x
O=[N+]([O-])c1ccc2c(c1)oc1ccccc12,-3%,1%,-5%,-2%,-1%,-6,-7%,0%,14%
CCS(=O)(=O)N1CCC(C(=O)Oc2ccccc2Cl)CC1,11%,14%,5%,-4%,0%,-6,-9%,-2%,10%

# Arranged by heavy-atom count (rising): some entries from above.
SMILES,Pol iota inh,APEX1 inh,POLH inh,Glioma ERSR ind,BLM helicase inh,LDHA block,Anesthetic bind,POLK inh,POLB inh
O=[N+]([O-])c1ccc2c(c1)oc1ccccc12,-3%,1%,-5%,-2%,-1%,-6,-7%,0%,14%
CC(C)C1=CC2=CC[C@@H]3[C@@](C)(C(=O)O)CCC[C@]3(C)C2CC1 (stereo not given in full),x,-7%,x,2%,3%,x,x,-9%[19.4 µM],x
O=C(NCc1ccc(F)cc1)c1ccc(NC(=O)N2CC3CCCN3c3ccccc32)cc1 (stereo not given),2%,x,-12%,-7%,-9%,16,42%[activator],-15%,-2%

# (further entries)
SMILES,Pol iota inh,APEX1 inh,POLH inh,Glioma ERSR ind,BLM helicase inh,LDHA block,Anesthetic bind,POLK inh,POLB inh
O=C(CN1C(=O)CC(c2ccc(F)cc2)=Nc2ccccc21)NCc1ccccc1Cl,-10%,x,2%,0%,-1%,-20,-4%,0%,1%
CCCCC(C(=O)O)C(C)CC(=O)NNC(=O)c1ccco1 (stereo not given),71%[activator],11%,-12%,-2%,6%,-13,-11%,-6%,-20%
Cc1ccc(NC(=O)c2ncn(CC(=O)N[C@H](C)c3cccc4ccccc34)n2)cc1C,u,8%,2%,9%,x,-10,x,-13%,x
CCn1c(=N)n(CC(=O)OC)c2ccccc21,13%,4%,-16%,-4%,-7%,-4,-6%,6%,1%
O=S(=O)(c1ccc2c(c1)nc1n2CCC1)N1CCOCC1,5%,5%,-4%,0%,1%,-3,2%,-4%,-5%
Cc1ccc(NC(=O)c2ccccc2NC(=O)CCC(=O)O)cc1,-4%,6%,-19%,1%,1%,-5,4%,-1%,1%
CCCCn1cc2c(c1-c1ccc(Br)cc1)c(=O)n(C)c(=O)n2C,32%[activator],x,-18%,-3%,-2%,-1&-2,-12%,-2%,11%
Cc1cc(NC(=O)CSc2ncc(C(F)(F)F)cc2Cl)no1,8%,4%,-16%,-2%,x,-11,x,-11%,x
COc1ccc(N(CC(=O)NC2CCCCC2)C(=O)CCCC(=O)Nc2ccccn2)c(OC)c1,u,11%,13%,-5%,-2%,-1,-7%,-7%,21%
Cc1ccccc1NC(=S)N1CCC(C(=O)c2ccc(F)cc2)CC1,5%,5%,-5%,-1%,-1%,-16,-11%,-5%,-19%
CC(C)Oc1cccc(C(=O)NC2=NCCS2)c1,191%[activator],-2%,-14%,-1%,-9%,-5,-3%,-10%,10%
CCc1cc(CNC(=O)CC2C(=O)NCCN2Cc2cccc(OC)c2)on1 (stereo not given),15%,u,-2%,2%,-2%,0,-6%,-4%[60.1 µM],2%
CCOc1ccccc1C(=O)N(Cc1cccs1)c1ccc(Cl)cc1,7%,x,-12%,-2%,-10%,1,-1%,-7%,-28%
CC(O)(CS(=O)(=O)Cc1ccccc1)c1ccccc1Cl (stereo not given),4%,-11%,-1%,0%,1%,-3,-7%,5%,33%
N=C(N=C(N)N)N1CCc2ccccc21,77%[activator],4%,10%,8%,-2%,-14,-3%,-3%,-7%
O=c1[nH]c2cc3c(cc2cc1CN(CCO)S(=O)(=O)c1ccccc1Cl)OCCO3,21%,10%,-10%,-1%,1%,6,2%,-19%,16%
Cc1cc(NC(=O)CN2C(=O)CC(c3ccco3)Sc3ccccc32)no1 (stereo not given),u,-1%,-9%,-2%,-7%,-6,u,-23%,u
O=C(O)c1cccnc1C(=O)O,u,51%&2%&0%&12%[activator],-10%,-6%&-4%&-5%&-3%,-11%&4%,2,x,-11%[60.1 µM],18%[57.1 µM]
CC1CCN(S(=O)(=O)c2ccc(S(=O)(=O)NCC(=O)C(C)(C)C)cc2)CC1,4%,-2%,-5%,-3%,-1%,0,5%,-6%,4%
COc1cc(C(=O)Nc2ccccc2NC(=O)c2cc(OC)c(OC)c(OC)c2)cc(OC)c1OC,u,26%,-7%,-4%,-2%,-7,-13%,-2%,6%
CCCn1c(=O)[nH]c(=O)c2c1nc(-c1cccs1)n2CCOC,134%[activator],-1%,2%,1%,-6%,-6,2%,-4%,9%
Cc1ccc(C(=O)Nc2ccc(NC(=O)c3cccs3)cc2)c(C)c1,126%[activator],-4%,-18%,1%,-4%,-12,-1%,4%,51%
C(=N\C(/N=C/c1ccco1)c1ccco1)/c1ccco1,u,3%,u,-5%,-6%,3,-13%,u,17%
CCc1nnc(NC(=O)C2CC(=O)N(CCc3ccccc3)C2)s1 (stereo not given),5%,5%,-5%,-5%,-2%,3,-10%,-9%,-4%

# An excerpt from above in order of their number in Glioma ERSR ind, highest first:
SMILES | Pol iota inh | POLH inh | Glioma ERSR ind | BLM helicase inh | LDHA block | POLK inh
Cc1ccc(C(=O)Nc2ccc(NC(=O)c3cccs3)cc2)c(C)c1 | 126%[activator] | -18% | 1% | -4% | -12 | 4%
CC(O)(CS(=O)(=O)Cc1ccccc1)c1ccccc1Cl (stereo not given) | 4% | -1% | 0% | 1% | -3 | 5%
CCOc1ccccc1C(=O)N(Cc1cccs1)c1ccc(Cl)cc1 | 7% | -12% | -2% | -10% | 1 | -7%
C(=N\C(/N=C/c1ccco1)c1ccco1)/c1ccco1 | u | u | -5% | -6% | 3 | u

# (continued)
SMILES,Pol iota inh,APEX1 inh,POLH inh,Glioma ERSR ind,BLM helicase inh,LDHA block,Anesthetic bind,POLK inh,POLB inh
COc1cc(C=C(c2nc3ccccc3s2)c2nc3ccccc3s2)cc(OC)c1O,1%,1%,-15%,1%,-21%,25,u,-8%,-28%
CCC(CC)=C(C#N)C(=O)NC1CCCCC1,26%,20%,-23%,-2%,2%,1,-4%,-5%,12%
O=c1oc2ccc3ccccc3c2cc1-c1nc2c(s1)CCc1ccccc1-2,u,x,x,-1%,x,10,x,-1%,x
CCCCC1CCC(C(=O)Nc2ccccc2)CC1 (stereo not given),26%,11%,6%,-4%,-1%,-1,-11%,0%,15%
Cc1ccc(S(=O)(=O)N2CCOCC2)cc1C(=O)NC(=S)N1CC(C)OC(C)C1 (stereo not given),0%,0%,-3%,0%,-10%,-10,-8%,0%,1%
Cc1nc2c3ccccc3n(Cc3ccccc3F)c2s1,10%,-3%,0%,-4%,-6%,1,-5%,-13%,1%
COc1cccc(CNC(=O)C2CCCN2S(=O)(=O)c2ccc3c(c2)C(C)(C)C(=O)N3C)c1 (stereo not given),-5%,21%,-13%,-2%,0%,1,-12%,13%,41%
Cc1cc(C#Cc2c(-c3ccccc3)n(C)c3ccccc23)ccc1F,17%,-5%,-3%,-4%,-8%,-2,39%[activator],5%,12%
CCc1ccc(N2C(=O)c3sc4nnc(-c5ccccc5)c(=O)n4c3C2=O)cc1,u,1%,0%,-8%,-1%,-6,u,-12%,-11%

# One compound at a time, from the list above.
# CCC(CC)=C(C#N)C(=O)NC1CCCCC1 across the screens: Pol iota inh = 26%; APEX1 inh = 20%; POLH inh = -23%; Glioma ERSR ind = -2%; BLM helicase inh = 2%; LDHA block = 1; Anesthetic bind = -4%; POLK inh = -5%; POLB inh = 12%
# Cc1ccc(S(=O)(=O)N2CCOCC2)cc1C(=O)NC(=S)N1CC(C)OC(C)C1 (stereo not given) across the screens: Pol iota inh = 0%; APEX1 inh = 0%; POLH inh = -3%; Glioma ERSR ind = 0%; BLM helicase inh = -10%; LDHA block = -10; Anesthetic bind = -8%; POLK inh = 0%; POLB inh = 1%
# Cc1cc(C#Cc2c(-c3ccccc3)n(C)c3ccccc23)ccc1F across the screens: Pol iota inh = 17%; APEX1 inh = -5%; POLH inh = -3%; Glioma ERSR ind = -4%; BLM helicase inh = -8%; LDHA block = -2; Anesthetic bind = 39%[activator]; POLK inh = 5%; POLB inh = 12%

# This is a subset. The share of hits here may be higher or lower than overall.
